VIM-2 inhibitor = blocks Pseudomonas aeruginosa VIM-2 metallo-beta-lactamase; AID 1527; actives 0.89% (n = 290,000); inhibition, % at 5.6 µM; purified VIM-2, nitrocefin hydrolysis, epi-absorbance fluorescence;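 active means inhibition above the mean of all tested compounds plus 3 SD, cutoff set per screening run, cut at about 7.5% in these data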;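 further: red hydrolysis product quenches plate fluorescence so inhibitors raise well fluorescence; 0% = enzyme with DMSO and 100% = DMSO without enzyme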
NS3 helicase inh = blocks Hepatitis C virus NS3 helicase unwinding; NS3 helicase DNA unwinding, Cy5 molecular beacon fluorescence; inhibition, % at 10.9 µM; actives 0.56% (n = 290,000); AID 1800;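 active means inhibition above the mean of all tested compounds plus 3 SD, set per campaign, cut at about 35% in these data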;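 further: 0% = DMSO wells and 100% = thioflavine S control wells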
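Assay system – hepatitis C virus NS3 helicase domain fragment enzyme · Buffer or medium – MOPS pH 6.5, MgCl2, DTT, Tween20, BSA · Reagent – Cy5/quencher beacon DNA duplex and ATP to start · Compound – single 10.9 µM dose · Timing – 1 h at 25 °C · Technique – Cy5 beacon fluorescence read at start and 1 h · Measure – % inhibition of unwinding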
OXTR ag = human OXTR agonism. P30559. CHO-OTR cells, Fluo-8 calcium fluorescence; normalized: DMSO 0%, oxytocin 100%. activation, % at 3 µM. actives 0.32% (n = 320,000);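 active means activation above the mean of all tested compounds plus 3 SD, cutoff set per screening run, cut at about 20% in these data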;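 further: peak over basal fluorescence ratio from a 100 s FLIPR kinetic read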
PHOSPHO1 inh = inhibitors of human PHOSPHO1 phosphatase; actives 1.1% (n = 290,000); recombinant PHOSPHO1, absorbance phosphatase assay; AID 1565; Q8TCT1; inhibition, % at 13.3 µM; in the data active means inhibition above about 60%
Target sequence (Q8TCT1 whole entry, looked up): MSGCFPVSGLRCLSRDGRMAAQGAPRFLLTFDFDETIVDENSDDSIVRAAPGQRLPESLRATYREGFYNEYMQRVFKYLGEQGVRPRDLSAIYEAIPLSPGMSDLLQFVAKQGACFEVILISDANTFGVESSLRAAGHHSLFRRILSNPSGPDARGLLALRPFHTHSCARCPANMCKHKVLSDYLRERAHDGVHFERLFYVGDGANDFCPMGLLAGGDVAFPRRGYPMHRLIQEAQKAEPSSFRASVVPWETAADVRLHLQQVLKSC
GPR7 antagonist = blocks human GPR7 receptor signaling | P48145 | GPR7-expressing cells, fluorescence antagonist assay | inhibition, % at 4.4 µM | actives 1.1% (n = 290,000) | AID 1861; in the data active means inhibition above about 16%, passing the limit was not always enough;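 further: cells stimulated with the agonist NPW; 0% = agonist with vehicle and 100% = vehicle without agonist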
Target sequence (P48145 whole entry, looked up): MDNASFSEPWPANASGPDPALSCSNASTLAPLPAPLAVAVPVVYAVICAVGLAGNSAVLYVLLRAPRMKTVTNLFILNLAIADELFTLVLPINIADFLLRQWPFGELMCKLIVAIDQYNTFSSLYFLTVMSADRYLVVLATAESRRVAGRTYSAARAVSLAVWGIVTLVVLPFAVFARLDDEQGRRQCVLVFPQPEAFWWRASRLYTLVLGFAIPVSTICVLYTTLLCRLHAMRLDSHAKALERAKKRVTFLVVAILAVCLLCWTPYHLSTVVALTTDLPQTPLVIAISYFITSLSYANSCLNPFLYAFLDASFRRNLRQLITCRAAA
IMP-1 inhibitor = blocks Pseudomonas aeruginosa IMP-1 metallo-beta-lactamase; purified IMP-1, nitrocefin hydrolysis, epi-absorbance fluorescence; inhibition, % at 5.6 µM; actives 0.45% (n = 290,000); AID 1556;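 active means inhibition above the mean plus 3 SD of all compounds in the same screening run, cut at about 4.5% in these data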;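 further: 0% = IMP-1 with DMSO and 100% = DMSO wells lacking enzyme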
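system = purified recombinant IMP-1 beta-lactamase | amount = 0.2 nM IMP-1, as dispensed | medium = HEPES buffer pH 7.1 with ZnSO4 and Brij 35 | times = 25 °C, 15 min preincubation, 25 min reaction | detection = plate fluorescence quenching by hydrolysis product, ex 480/em 530 nm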
V1aR counter = activates human V1a receptor in oxytocin agonist counter-screen | activation, % at 3 µM | AID 2797 | actives 0.25% (n = 320,000) | CHO-V1R cells, Fluo-8 calcium fluorescence, agonist mode; 0% DMSO, 100% 3 nM vasopressin | P37288;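 active means activation above the mean activation of all tested compounds plus 3 SD, per screening run, cut at about 20% in these data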;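 further: signal is peak over basal fluorescence ratio across a 100 second FLIPR read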
FID counter = fluorescent intercalator displacement, NS3 helicase counter-screen. DNA fluorescent intercalator displacement, fluorescence. actives 0.17% (n = 290,000). inhibition, % at 7.9 µM; in the data active means inhibition above about 37%;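 further: 0% = vehicle and 100% = reference compound; higher means more ethidium bromide displaced from hairpin DNA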
GalR3 antagonist = human GalR3 antagonism; HEK293 GalR3-CNG cAMP membrane potential fluorescence; galR3 body fused to GalR1 C-terminus; inhibition, % at 3 µM; AID 651719; O60755; actives 0.44% (n = 360,000);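 active means inhibition above the screen-wide average plus 3 SD, cut at about 13% in these data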;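 further: forskolin and galanin both at EC90 stimulate the cells; cAMP rise reported by CNG channel membrane potential dye signal; 0% = forskolin plus galanin with DMSO and 100% = forskolin alone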
Target sequence (O60755 1-299 limits assumed): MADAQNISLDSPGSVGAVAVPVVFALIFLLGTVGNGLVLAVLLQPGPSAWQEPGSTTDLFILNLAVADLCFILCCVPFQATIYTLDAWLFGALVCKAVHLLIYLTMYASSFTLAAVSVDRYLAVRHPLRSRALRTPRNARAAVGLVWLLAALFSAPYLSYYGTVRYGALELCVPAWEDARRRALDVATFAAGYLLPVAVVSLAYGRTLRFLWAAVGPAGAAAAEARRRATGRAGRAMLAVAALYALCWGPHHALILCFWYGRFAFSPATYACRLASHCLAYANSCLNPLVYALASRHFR
* marks the source's active call; other numbers are inactive results; · = no result given.

Value order: VIM-2 inhibitor | NS3 helicase inh | OXTR ag | PHOSPHO1 inh | GPR7 antagonist | IMP-1 inhibitor | V1aR counter | FID counter | GalR3 antagonist
1: COc1cc(OC)c(/C=N/NC(=O)c2ccc([N+](=O)[O-])cc2)cc1Br
  -0.3 | 0 | 1.8 | 9 | -4 | -3.2 | 0.7 | 3 | -6
2: Cc1c(C(=O)O)cccc1-c1ccc(/C=N/n2cnnc2)o1
  -1.5 | 6 | 1.3 | 31 | -1 | -3.4 | 1.0 | -4 | -6
3: CCOc1ccccc1NC(=O)c1cnccn1
  0.5 | 1 | -1.3 | 10 | -10 | -3.4 | -0.3 | -4 | -3
4: CCOc1cnc(-c2ccccc2F)o1
  1.4 | -2 | 0.1 | 29 | -5 | -1.3 | -1.1 | -1 | 2
5: CCc1cccc(NS(=O)(=O)c2ccc3c(c2)NC(=O)CO3)c1
  -2.0 | 11 | 4.2 | 22 | -13 | -1.8 | 8.0 | -26 | -8
6: O=C(COC(=O)C(Cc1ccccc1)NC(=O)c1ccco1)NC1CC1 (stereo unspecified)
  -1.6 | 5 | 0.9 | 19 | 8 | -3.7 | 0.3 | -6 | -6
7: O=C(Nc1cccc(Cl)c1)Nc1ccc2c(c1)C(=O)OC2
  1.6 | 3 | 3.1 | -66 | 7 | -0.5 | 3.7 | 6 | -5
8: O=C(Cc1nn[nH]n1)NCc1ccccc1Cl
  -6.1 | 1 | 0.4 | -25 | -3 | -2.3 | 0.7 | 4 | 0
9: CC1CCC(C(=O)NC(C(=O)N2CCN(c3ccccn3)CC2)C(C)C)CC1 (stereo unspecified)
  -2.1 | 3 | -0.3 | -2 | -1 | -1.6 | -0.3 | -4 | 4
10: O=C(COC(=O)COc1ccc2ccccc2c1)NC1CCCc2ccccc21 (stereo unspecified)
  0.5 | -22 | 1.5 | 5 | -2 | -2.4 | 7.6 | -12 | 0
11: COc1ccc(N2CC(C(=O)Nc3ccc(S(=O)(=O)N4CCOCC4)cc3)CC2=O)cc1 (stereo unspecified)
  -2.2 | 2 | 0.8 | 29 | -9 | -2.1 | 0.9 | -12 | -4
12: CC1NC(=O)NC1CCCCC(=O)O (stereo unspecified)
  2.3 | -1 | -0.4 | 31 | 0 | -1.4 | 0.6 | -4 | -2
13: COC(=O)N/N=C(\C)c1ccccc1Br
  -0.8 | -1 | 0.6 | 20 | -5 | -1.2 | 0.3 | 1 | -3
14: CCOc1[nH]n(-c2ccccc2)c(=O)c1C=NCC(=O)OC
  -2.3 | -14 | -0.4 | 40 | -6 | -2.5 | -0.3 | 3 | -5
15: O=C(c1ccc(C(F)(F)F)cc1)C1CCCN(Cc2cccn2-c2ncccn2)C1 (stereo unspecified)
  -4.2 | -13 | 0.7 | 48 | 8 | 0.8 | 1.6 | 8 | -6
16: O=C(CCCOc1ccc(Cl)cc1Cl)N/N=C/c1ccc(Cl)cc1
  -1.6 | -3 | 0.4 | 4 | 5 | -1.6 | 0.8 | -1 | -2
17: CCCS(=O)(=O)c1nc(S(=O)(=O)c2ccc(C)cc2)c(N2CCC3(CC2)OCCO3)s1
  -0.4 | -5 | 0.6 | 42 | -19 | -1.1 | 0.5 | -42 | 1
18: COc1cc(NC(=O)CN2C(=O)COc3ccc(S(=O)(=O)N4CCCC4)cc32)cc(OC)c1
  -1.3 | -2 | -1.3 | 2 | 1 | -3.7 | -0.4 | -26 | -7
19: CCN1C(=O)/C(=C\N2CCN(C)CC2)SC1=S
  -3.1 | 4 | 1.4 | 17 | -8 | -4.7 | 0.3 | -4 | -1
20: CCOC(=O)c1cnn(Cc2ccccc2Cl)c1N
  -4.3 | 2 | -0.8 | 17 | -2 | 0.3 | -0.8 | -1 | 4
21: CCOc1ccccc1C(=O)Nc1cc(C(=O)NCCc2ccccc2)ccc1Cl
  -2.6 | -3 | -0.9 | 41 | 3 | -2.5 | 0.4 | -4 | 0
22: CC(C)(C)NC(=O)CN(Cc1ccccc1)S(=O)(=O)c1ccccc1
  -2.3 | -2 | -1.6 | 44 | -12 | -1.6 | -0.1 | -21 | 0
23: COC(=O)CN(C(=O)CSc1nnc(-c2cccc(OC)c2)o1)c1ccc(OC)cc1
  -2.5 | 3 | 0.9 | -14 | -5 | -2.5 | -0.7 | -3 | 9
24: c1ccc(-c2nn3c(-c4ccco4)nnc3s2)nc1
  9.7* | 4 | -1.7 | 48 | 10 | -4.3 | -1.0 | -5 | 0
25: Clc1cccc(Cl)c1CO/N=C/c1cccs1
  -0.4 | 7 | -0.6 | 21 | 9 | 0.6 | -1.4 | -3 | -4
26: O=C(N/N=C/C=C/c1ccccc1)c1cccc(Br)c1
  -1.2 | -3 | 1.7 | 29 | -12 | -1.7 | 1.8 | -9 | -3
27: CC1(C)CCC(=O)N(c2ccccc2)C1=O
  -1.4 | 8 | 0.1 | -5 | -2 | -1.8 | 6.1 | 0 | -3
28: COc1cc(SC)ccc1C(=O)Nc1ccccn1
  -0.3 | -2 | -1.8 | 13 | -11 | -3.4 | 0.0 | -13 | -3
29: Cc1cccc(C)c1NC(=O)CN(C)CC(=O)Nc1ccccc1Oc1ccccc1
  1.6 | -8 | -0.6 | 38 | 32* | 0.2 | 1.4 | -38 | -8
30: Cc1ccc(S(=O)(=O)N2CCCC2C(=O)NCc2ccco2)cc1 (stereo unspecified)
  -5.0 | 2 | -0.1 | -20 | -9 | 0.6 | -0.1 | -6 | 1
31: FC(F)(F)c1cc(C(F)(F)F)c2ccc(N3CCOCC3)nc2n1
  0.4 | 6 | -1.9 | · | -8 | -2.2 | -0.4 | -14 | -11
32: COc1ccc(Cl)cc1NC(=O)C/C(C)=N/NC(=O)c1ccccc1Cl
  2.0 | -7 | -0.8 | 36 | 0 | -0.1 | 0.8 | -20 | 0
33: COCCn1c(-c2ccccc2)nc2oc3ccccc3c(=O)c2c1=O
  -1.3 | 5 | -1.4 | 10 | -3 | -5.7 | -0.2 | -3 | -6
34: O=C(N1CCN(Cc2ccc3c(c2)OCO3)CC1)C(Cl)(Cl)Cl
  -4.2 | -5 | -2.0 | 19 | -16 | -4.3 | 2.1 | -10 | -8
35: Cc1ccc2nc(N3CC(C)OC(C)C3)nc(-c3ccccc3)c2c1 (stereo unspecified)
  0.7 | 9 | 4.1 | 24 | -1 | -1.8 | -0.8 | -35 | 2
36: O=C(Nc1nc2cc3c(cc2s1)OCCO3)c1ccc([N+](=O)[O-])o1
  -3.2 | 6 | -0.3 | 27 | -9 | -4.1 | 0.4 | 9 | 0
37: Cc1ccc(OCC(=O)N2CCc3ccccc3C2)c(Br)c1
  -1.5 | 6 | -2.5 | -4 | 11 | -1.8 | -0.1 | -24 | -10
38: C/C(=N\NC(=O)C1CCCC1)c1ccc(Cl)cc1Cl
  -3.8 | 4 | · | 32 | -15 | -1.3 | · | -20 | 2
39: O=C(Nc1nc2ccccc2n1CCN1CCOCC1)c1cn(-c2ccccc2)nc1-c1ccccc1
  -1.6 | -7 | -1.4 | -9 | 6 | -1.3 | 0.3 | -5 | -1
40: CC(=O)c1ccc(-c2nc3ccccc3n2C)o1
  0.5 | -1 | -0.6 | 28 | 4 | -1.9 | 0.1 | -4 | -3
41: Cc1ccc(-n2nnnc2SCC(=O)c2ccc3c(c2)NC(=O)CO3)c(C)c1
  1.3 | 0 | 2.3 | 19 | -9 | -2.8 | 1.5 | -20 | -9
42: O=C(c1ccco1)N1CCN(C(=S)NC2CC3CCC2C3)CC1 (stereo unspecified)
  1.1 | -10 | 1.1 | 24 | 5 | -4.2 | 0.2 | -3 | -5
43: Cc1ccc(S(=O)(=O)N(Cc2n[nH]c(=S)n2-c2ccccc2)c2cccc(Cl)c2)cc1
  -2.7 | 1 | -1.6 | -111 | -5 | -2.6 | 0.5 | -14 | -3
44: O=c1c2[nH]c3ccc(Cl)cc3c2ncn1Cc1ccccn1
  -3.5 | -5 | · | -7 | -12 | -2.1 | · | -6 | -2
45: Nc1nc(C2C(=O)CCCC2=O)cs1
  -3.2 | 1 | 0.6 | 41 | -10 | -1.6 | 0.7 | 4 | -4
46: Cc1ccnc(NC(=S)NC(=O)/C=C/c2ccco2)c1
  -5.0 | 4 | -2.1 | 5 | 12 | 1.2 | 0.2 | -11 | -3
47: C=CCn1c(SCc2ccc(Cl)cc2)nc2c1c(=O)[nH]c(=O)n2C
  5.7 | -14 | -1.9 | -5 | -3 | -2.5 | -1.0 | -20 | 10
48: Cc1nc2c(-c3ccc(F)cc3)cnn2c2c1CCC2
  -1.4 | -17 | -1.4 | 30 | -13 | -3.4 | 1.0 | -2 | -7
49: CCCn1cc(CN2CCc3ccc(NC(=O)C4CCCO4)cc3C2)c(C)n1 (stereo unspecified)
  -3.3 | 1 | 1.0 | 28 | -10 | -1.6 | 1.4 | -1 | -1
50: COc1ccc(C2(c3ccc(OC)cc3)NC(=O)N(CC(=O)N(C)C)C2=O)cc1
  0.9 | 4 | 2.7 | 39 | -7 | -0.6 | 0.8 | -19 | -10
51: CC(C)C[C@@H]1NC(=O)[C@H](C(C)C)NC(=O)c2cc([N+](=O)[O-])cc(I)c2NCC[C@@H](C(N)=O)NC1=O
  -2.3 | 8 | -0.7 | -14 | -1 | -3.7 | -0.8 | -16 | ·
52: O=S(=O)(c1ccc(N2CCN(S(=O)(=O)c3ccc4c(c3)OCCO4)CC2)nc1)N1CCCC1
  -1.2 | 9 | 0.1 | · | 6 | 0.8 | 1.1 | 0 | -3
53: CCCCC[C@H](O)/C=C/C1=C(CCCCCCC(=O)O)C(=O)CC1
  -2.8 | 28 | -0.4 | -1 | -8 | -3.4 | 0.3 | -42 | ·
54: Cc1ccc(-c2ccc(SCC(=O)N3CCN(c4ccccc4)CC3)nn2)cc1
  0.0 | 1 | -2.6 | 15 | -9 | -2.7 | -1.1 | -1 | -5
55: COc1ccc(C(=O)CSc2nc3cccnc3n2C)cc1
  -3.6 | -6 | 17 | 0 | -5 | 1.0 | 6.9 | -5 | -2
56: COCCNc1nnc(SC(C)C(=O)Nc2ccc(-c3nc4ccc(C)cc4s3)cc2)s1 (stereo unspecified)
  -0.3 | 1 | 8.0 | -21 | 14 | -0.6 | 7.0 | -4 | -3
57: O=C(N/N=C/c1cccnc1)c1cccc(Br)c1
  -1.8 | 4 | · | 34 | -14 | -2.5 | · | -4 | -11
58: O=C(NCc1ccc(Cl)cc1)C(=O)NCC1OCCN1S(=O)(=O)c1ccc2c(c1)OCCO2 (stereo unspecified)
  -1.1 | -2 | 3.1 | 31 | 1 | -6.9 | 2.3 | -31 | ·
59: O=C(Nc1ccccc1C(=O)O)c1cc(S(=O)(=O)NCc2ccccc2)ccc1Cl
  -2.6 | 2 | 0.1 | 35 | -12 | -1.3 | 0.5 | -12 | -10

Screening data (PubChem)
